# FUS suppressor – rescues growth of FUS-expressing yeast; 390,000 tested, 0.24% active; Potency, µM (doses to about 76.6 µM), for inactives: top-dose growth rescue (activation), actives largely listed as activators; S. cerevisiae FUS-expressing, growth rescue, OD600, 24 h;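 further: potency means the concentration at half of the fitted maximal effect; plate controls were DMSO vehicle for no effect and reference control for full effect; nearly all actives have a fitted effect of over 55% in size; some results filed as inactive show a strong effect at the top dose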
#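 Cultures pregrown in 2.5% raffinose medium are shifted to minimal medium containing 2% galactose to express toxic FUS. Compounds are tested at several concentrations. After 24hr at 30C, growth is quantified at 600 nm absorbance.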
# Abeta yeast res – A-beta toxicity reversal in yeast. yeast expressing A-beta42, growth rescue, OD600, 48 h; response scale: 0% DMSO, 100% iron-clioquinol control. Potency, µM (doses to about 46.1 µM), for inactives: at the top dose growth rescue, hits mostly activators. 410,000 tested, 0.063% active. AID 1347071; further: potency means the concentration at half of the fitted maximal effect; nearly all actives have a fitted effect of over 55% in size
#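 Yeast A-beta toxicity model in growth medium with pinned compounds, 48 h at 30 C; growth read as absorbance at 600 nm. Normalized to FeCl3/clioquinol equimolar mix (positive) and DMSO (negative).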
# WRN helicase inh – WRN helicase (human) inhibition | Q14191 | WRN helicase unwinding, fluorescent forked duplex, kinetic | AID 651768 | Potency, µM (doses to about 114 µM), for inactives: at the highest dose activity change, negative = inhibition, most hits filed as inhibitors | 360,000 tested, 0.46% active; further: potency means the concentration at half of the fitted maximal effect; on the % scale 0 is the no-effect control and ±100 the full control effect; nearly all actives have a fitted effect of over 55% in size
#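 WRN at 20 nM final preincubated with compound 15 min at room temperature; reaction started with 100 nM fluorophore/quencher forked duplex oligonucleotide and 2 mM ATP final. Unwinding followed kinetically by red fluorescence (ex 525, em 598 nm).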
# EPAC1 ag – activates human EPAC1 exchange factor | Potency, µM (titrated, usually from 154 µM), inactives show at the top dose activation, hits mostly activators | AID 720707 | 360,000 tested, 0.073% active | O95398 | EPAC1 agonist qHTS, biochemical assay; response scale: 100% = response to 6.5 mM cAMP; further: potency means the concentration at half of the fitted maximal effect; nearly all actives have a fitted effect of over 60% in size
#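 Nucleotide exchange by EPAC1 (100 nM) on Rap1B–BODIPY-GDP (250 nM) in the presence of 50 uM GDP is tracked fluorescently at 480/540 nm over 30 min. Signals are normalized to a 6.5 mM cAMP control.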
# PLK1 PBD block – blocks phosphopeptide binding to human PLK1 polo-box domain; 360,000 tested, 2.8% active; AID 720504; P53350; Plk1 PBD binding of FITC phosphopeptide, fluorescence polarization; Potency, µM, for inactives: max response, negative = inhibition, hits mostly inhibitors; further: potency means the concentration at half of the fitted maximal effect; series mostly up to about 57 µM; on the % scale 0 is the no-effect control and ±100 the full control effect; nearly all actives have a fitted effect of over 65% in size
# Target sequence (P53350 whole entry, looked up, the tested form may be a part): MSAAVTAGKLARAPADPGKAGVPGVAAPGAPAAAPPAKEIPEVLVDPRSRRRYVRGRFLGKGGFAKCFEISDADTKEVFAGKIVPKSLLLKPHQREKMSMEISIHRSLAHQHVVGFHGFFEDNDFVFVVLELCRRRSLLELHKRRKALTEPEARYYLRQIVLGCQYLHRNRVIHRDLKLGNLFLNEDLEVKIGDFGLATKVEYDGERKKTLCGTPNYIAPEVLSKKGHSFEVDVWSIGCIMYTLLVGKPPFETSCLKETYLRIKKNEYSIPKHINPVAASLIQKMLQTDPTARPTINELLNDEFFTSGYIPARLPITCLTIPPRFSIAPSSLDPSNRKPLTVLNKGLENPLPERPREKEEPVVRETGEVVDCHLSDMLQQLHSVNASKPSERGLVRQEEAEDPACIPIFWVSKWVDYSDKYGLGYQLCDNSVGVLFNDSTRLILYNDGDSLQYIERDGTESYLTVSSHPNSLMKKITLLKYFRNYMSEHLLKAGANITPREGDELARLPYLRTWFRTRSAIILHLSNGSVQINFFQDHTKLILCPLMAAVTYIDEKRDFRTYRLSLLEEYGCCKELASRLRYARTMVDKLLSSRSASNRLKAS
# IL-2 act – activators of IL-2; IL-2 activation reporter assay, cell-based qHTS; stimulated with anti-CD3/CD4/CD28 beads; in transgenic mouse T cells; activation, % (series mostly up to about 46 µM); 360,000 tested, 0.065% active; in the data active means activation above about 50%; inconclusive means mostly about 30% to 49%; further: 0% is about no effect
#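 Quantitative HTS in unstimulated transgenic mouse T cells, with memory T cells as non-tolerant control and PMA/ionomycin as tolerance-bypass control. Compound pretreatment lasted 60 minutes before 18 h bead stimulation; EGFP/DsRed fluorescence read.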
# PI5P4K alpha inh – PI5P4K alpha (human) kinase inhibition; P48426; PI5P4Kalpha enzyme, ADP-Glo luminescence, 60 min; stronger effect = lower value; max response, %; 330,000 tested, 1.2% active; active means max response of -50% or lower; inconclusive means between -30% and -50%; inactive means -30% or higher; further: value at the top dose of about 77 µM; on the % scale 0 is the no-effect control and ±100 the full control effect
# Target sequence (P48426 whole entry, looked up): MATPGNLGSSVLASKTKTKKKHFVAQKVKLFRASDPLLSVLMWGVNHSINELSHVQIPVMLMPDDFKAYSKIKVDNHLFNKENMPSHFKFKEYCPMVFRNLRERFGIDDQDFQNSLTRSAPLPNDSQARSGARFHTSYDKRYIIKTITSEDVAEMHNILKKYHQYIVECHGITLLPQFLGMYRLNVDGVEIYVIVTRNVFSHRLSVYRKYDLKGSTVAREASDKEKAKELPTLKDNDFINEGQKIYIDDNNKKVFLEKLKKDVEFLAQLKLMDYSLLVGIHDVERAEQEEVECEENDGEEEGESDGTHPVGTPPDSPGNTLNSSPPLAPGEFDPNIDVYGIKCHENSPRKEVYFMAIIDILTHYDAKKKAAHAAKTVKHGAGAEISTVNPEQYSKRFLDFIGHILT
#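 Human PI5P4Kalpha with substrate in 0.038 M HEPES pH 7.4, 0.28 mM EGTA, 0.1% CHAPS, 5% DMSO; reaction started with 5 microM ATP (final), 60 min at room temperature. ADP formed read by ADP-Glo luminescence.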
# EPAC1 antagonist – EPAC1 (human) antagonism; EPAC1 GEF assay, Rap1b-BODIPY-GDP exchange fluorescence; Potency, µM (top dose mostly 115 µM), for the others: at the top dose activity change, negative = inhibition, hits mostly inhibitors; 360,000 tested, 0.14% active; AID 720709;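 further: potency means the concentration at half of the fitted maximal effect; plate controls were vehicle for no effect and positive control for full effect; nearly all actives have a fitted effect of over 50% in size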
# Numbers without * were called inactive; ? = inconclusive; · = no result given; & = joins results of further samples; [ ] = another dose, or the depositor's remark. Unless noted, the call rests on the fitted dose curve; in most records, active means well fitted curve in the direction sought with a large enough effect; inconclusive means small, poorly fitted or top-dose-only effect, or another doubt; inactive means no such curve, though single readings can be large; an effect the other way counts as inactive or inconclusive.
SMILES	PLK1 PBD block	WRN helicase inh	EPAC1 antagonist	FUS suppressor	EPAC1 ag	IL-2 act	Abeta yeast res	PI5P4K alpha inh
Cc1cccc(Nc2nc(-c3ccc(O)c(O)c3)cs2)n1	-2%	-11%	-23%	23%	8%	-2.9	0%	-6
CCc1ccc(CNc2ccc3c(c2)ncn3C(C)(C)C)cc1	-7%	11%	-8%	33%&0%	3%	0.0	-3%&3%	3
CN(C)S(=O)(=O)c1cccc(NC(=O)COC(=O)COc2ccccc2[N+](=O)[O-])c1	-2%	-11%	?	6%	2%	-2.7	-19%	-7
CN(C)c1ccc(-c2ccnc3c2CC(C)(C(=O)Nc2ccccc2)O3)cc1 (stereo unspecified)	-9%	0%	-10%	0%	4%	-0.3	13%	-3
COc1ccc(C(CC(=O)N2CCOCC2)c2c(OC)cc(OC)c3c(-c4ccccc4)cc(=O)oc23)cc1 (stereo unspecified)	-29%	-12%[11.6 µM]	5%	15%	-9%	0.3	-4%	?
CN(C)c1nc(Oc2ccc(N)cc2)nc(N(C)C)n1	-3%	-4%	1%	27%	-1%	2.3	2%	-3
Cc1cc(SCC(=O)N(C)CC(=O)Nc2ccc(F)cc2)nc2ccccc12	-9%	10%	-9%	·	?	-0.6	-5%	14
COc1ccc(C(C)=O)cc1CSc1nc2ccccc2c(=O)n1-c1cccc(C)c1	6%	2%	9%	27%	-10%	1.1	12%	-4
Cc1nc(NS(=O)(=O)c2ccccc2)sc1C(=O)NNS(=O)(=O)c1ccccc1	-19%	-10%	-6%	13%	4%	0.6	10%	-3
CC1=C(C(=O)N2CCOCC2)CC(CC(=O)NCc2cccs2)C(=O)N1Cc1ccc(F)cc1 (stereo unspecified)	7%	5%	1%	10%	-7%	-1.0	2%	2
O=C(O)c1cc(N/N=C/c2ccc3c(c2)OCO3)ccc1Cl	-7%	-22%[57.1 µM]	-10%	17%	3%	-0.9	-4%	-53*
CCOC(=O)C1CCCN(C(=O)c2cc3ncc(Br)cn3n2)C1 (stereo unspecified)	-2%	-9%	-4%	-8%	-9%	-0.6	13%	-19
CCOC(=O)C1CCN(S(=O)(=O)c2ccc(C)cc2)CC1	0%	-5%	-6%	-8%	-3%	-1.7	6%	·
Cc1ccc(N2C(=O)CSC2=S)cc1C	-4%	-10%	-19%	5%	-13%	0.0	-22%	7
CC(C)(C)OC(=O)NC(Cc1ccccc1)C(=O)NCCCC(=O)O (stereo unspecified)	-3%	-6%	0%	2%	4%	-0.8	-8%	-2
COc1ccc(S(=O)(=O)N2CN(CCc3ccc(OC)c(OC)c3)c3nc4ccccc4nc32)cc1	-3%	-33%[57.1 µM]	3%	-7%	7%	5.9	6%	16
CC(=O)Nc1c2c(nn1-c1ccc(C)cc1C)CS(=O)C2 (stereo unspecified)	-14%	9%	6%	-21%	1%	-0.4	·	-1
COc1ccc(NC(=O)C2CCCCN2CC(=O)OCc2ccccc2)cc1OC (stereo unspecified)	4%	-7%	4%	-6%	15%	-0.4	8%	8
NNC(=O)C1CC1c1ccccc1 (stereo unspecified)	4%	-5%	3%	·	1%	-1.8	13%	-8
COCCCNC(=O)Cn1nnc(-c2ccccc2NC(=O)c2ccc(F)cc2)n1	-4%	-2%[57.1 µM]	11%	20%	-11%	-3.7	-7%	·
CC(=O)N/C(=C\c1ccccc1)C(=O)OCC(=O)NC(C)C12CC3CC(CC(C3)C1)C2 (stereo unspecified)	-1%	-21%	-22%	·	-14%	-5.4	0%	7
CC(C)(C)NC(=O)NC(=O)COC(=O)CCC1CCCC1	8%	-10%	-6%	30%	-6%	0.2	21%	10
CN(C(=O)c1cccc(NC(=O)Cc2cccc(NC(=O)C3CCN(C(=O)c4ccccc4)CC3)c2)c1)C1CCCC1	-11%	-2%	1%	19%	3%	0.1	6%	-1
CCCn1c(/N=C/c2ccccc2O)nc2ccccc21	-5%	-8%	-17%	2%	-5%	-1.0	1%	1
COc1cc(/C=C/CN2CCN(Cc3ccc(C)o3)C(CCO)C2)ccc1O (stereo unspecified)	-11%	7%	6%	28%	3%	-1.2	-4%	-9
CCN(CC(=O)Nc1c(F)cccc1F)C(=O)CN1C(=O)C2CCCCC2C1=O (stereo unspecified)	3%	-1%	6%	·	-4%	4.3	0%	4
O=C1C2CCCCC2C(=O)N1c1ccc(NC2CCN(Cc3ccccc3)CC2)c([N+](=O)[O-])c1 (stereo unspecified)	-1%	8%	-13%	-13%	-12%	-0.7	1%	1
CC(=O)C1=C(C)Nc2ncnn2C1c1ccc(C)cc1 (stereo unspecified)	9%	-3%	6%	-25%	11%	-1.6	3%	0
O=C(N=Nc1c(O)[nH]c2ccccc12)c1cc(-c2ccc(F)cc2)n[nH]1	-5%	-13%	1%	21%	-4%	-2.4	0%	-16
CCN1CCN(CCCNC(=O)c2ccc3c(Cl)c4c(nc3c2)CCCC4)CC1	-16%	8%	-5%	5%	4%	-6.0	-21%	2
N#CCC(=O)Nc1ncc(Cc2ccccc2Cl)s1	-12%	-16%	-20%	10%	-4%	-0.5	0%	-15
COc1ccc(NC(=O)COC(=O)c2ccc(-n3cnnn3)cc2)c([N+](=O)[O-])c1	-2%	-6%	10%	20%	-7%	-0.2	-14%	-3
O=C(N/N=C/c1ccc(OC(=O)c2ccccc2)cc1)c1ccc(CN2CCOCC2)cc1	-9%	8%	0%	-10%	-3%	0.5	15%	-2
Cc1cccc2c1cnn2C(=O)Nc1ccccc1Br	1%	10%	7%	-8%	-1%	0.2	-1%	5
CCOC(=O)C[C@H]1c2ccccc2S(=O)(=O)N1Cc1cc(OC)c(OC)c(OC)c1	-21%	7%	-13%	-12%	-11%	-0.6	-3%	-6
CCOC(=O)Cc1csc(NC(=S)NC(=O)c2ccc([N+](=O)[O-])cc2)n1	-9%	-17%	-5%	-9%	-5%	-0.7	18%	-9
CC1CN(C(=S)Nc2ccc(Cl)cc2)CC(C)O1 (stereo unspecified)	3%	-3%	14%	17%	13%	0.2	17%	-1
CCOc1ncccc1C(=O)NNC(=O)c1csc(N2CCOCC2)n1	-15%	-34%	1%	18%	-5%	-0.7	-20%	0
COc1ccc(C(C(=O)NC(C)(C)C)N(C(=O)CNC(=O)c2cccs2)c2ccc(NC(C)=O)cc2)cc1OC (stereo unspecified)	-6%	-2%	10%	7%	10%	-0.4	?	2
Cc1ccc(C(=O)NCC(=O)N(C)CC(=O)Nc2c(Cl)cccc2Cl)s1	-12%	-4%	-7%	15%	6%	-4.7	-10%	3

# Taken from above.
# `CCOC(=O)C1CCN(S(=O)(=O)c2ccc(C)cc2)CC1` in WRN helicase inh has -5%
# `O=C(O)c1cc(N/N=C/c2ccc3c(c2)OCO3)ccc1Cl` in IL-2 act has -0.9
# `CC(=O)C1=C(C)Nc2ncnn2C1c1ccc(C)cc1` (stereo unspecified) in EPAC1 antagonist has 6%
# `CN(C)S(=O)(=O)c1cccc(NC(=O)COC(=O)COc2ccccc2[N+](=O)[O-])c1` in PI5P4K alpha inh has -7
# `CN(C)c1nc(Oc2ccc(N)cc2)nc(N(C)C)n1` in PI5P4K alpha inh has -3
# `Cc1nc(NS(=O)(=O)c2ccccc2)sc1C(=O)NNS(=O)(=O)c1ccccc1` in PI5P4K alpha inh has -3

# Four compounds from above, ordered by count of non-hydrogen atoms, ascending.
SMILES	PLK1 PBD block	WRN helicase inh	EPAC1 antagonist	FUS suppressor	EPAC1 ag	IL-2 act	Abeta yeast res	PI5P4K alpha inh
CC(=O)C1=C(C)Nc2ncnn2C1c1ccc(C)cc1 (stereo unspecified)	9%	-3%	6%	-25%	11%	-1.6	3%	0
CCOC(=O)C1CCN(S(=O)(=O)c2ccc(C)cc2)CC1	0%	-5%	-6%	-8%	-3%	-1.7	6%	·
Cc1cc(SCC(=O)N(C)CC(=O)Nc2ccc(F)cc2)nc2ccccc12	-9%	10%	-9%	·	?	-0.6	-5%	14
COc1ccc(C(C(=O)NC(C)(C)C)N(C(=O)CNC(=O)c2cccs2)c2ccc(NC(C)=O)cc2)cc1OC (stereo unspecified)	-6%	-2%	10%	7%	10%	-0.4	?	2

# (more compounds)
SMILES	PLK1 PBD block	WRN helicase inh	EPAC1 antagonist	FUS suppressor	EPAC1 ag	IL-2 act	Abeta yeast res	PI5P4K alpha inh
O=C(CSc1cccc2cccnc12)Nc1ccccc1F	?	-1%	-10%	6%	5%	0.2	24%	-1
CSc1ccc(OC2(C)CCN(Cc3ccc(OC(C)C)cc3)C2)cc1 (stereo unspecified)	-1%	-2%	-9%	-3%	-7%	-0.9	-6%	2
O=C(Nc1cccnc1)c1ccco1	-8%	-9%	12%	-24%	3%	-0.3	-21%	·
O=C1C(c2ccncc2)N(CCC2=CCCCC2)C(=O)CN1C1CCCCC1 (stereo unspecified)	0%	-8%	9%	?	-1%	5.9	18%	·
Cc1ccc(C(=O)NCCC(=O)Nc2ccccc2C)cc1	-8%	-26%	6%	15%	9%	0.4	0%	8
C=CCNc1ncnc2c1ncn2[C@H]1CN(Cc2cc(OC)c(OC)c(OC)c2)C[C@@H](CO)O1	-12%	4%	-19%	-8%	16%	0.7	-10%	2
O=C(NNC(=O)C1CC=CCC1C(=O)O)c1ccc(Cl)cc1 (stereo unspecified)	-1%	10%[57.1 µM]	-10%	-7%	-4%	-0.8	-8%	-3
CCCCn1c(N)c(N(CCOC)C(=O)c2ccc(-c3ccc(C(C)=O)cc3)o2)c(=O)[nH]c1=O	-1%	0%	-6%	7%	?	-0.1	-7%	-1
Clc1ccc(N=c2ssnc2Cl)cc1	1.9µM*	79µM*	-2%	35%	5%	-0.6	-94%[inhibitor]	·
COc1ccc2[nH]cc(C(=O)CNc3nc(C)cs3)c2c1	-19%	-7%	-1%	20%	5%	0.4	11%	6
COc1ccccc1OCCOc1ccc(/C=C2/C(=N)N3OC(C)=CC3=NC2=O)cc1OC	-15%	?	-1%	25%	7%	-1.1	-4%	-7
CSc1ccccc1NC(=O)c1cc(-c2ccco2)on1	-29%	?	-27%	11%	-5%	0.5	-10%	-24

# Ordered by value in WRN helicase inh (falling): three of the compounds above
compound	WRN helicase inh
C=CCNc1ncnc2c1ncn2[C@H]1CN(Cc2cc(OC)c(OC)c(OC)c2)C[C@@H](CO)O1	4%
COc1ccc2[nH]cc(C(=O)CNc3nc(C)cs3)c2c1	-7%
Cc1ccc(C(=O)NCCC(=O)Nc2ccccc2C)cc1	-26%

# Bioassay records (PubChem BioAssay)
